Bioassay records deposited in PubChem BioAssay by Broad Institute.
miR-122 sensor – miR-122 inhibition in Huh7 cells. Huh7 miR-122 Renilla luciferase sensor, 48 h; neutral wells = 0, positive control = 100. activation (reporter increase), % at 12.5 µM. 340,000 compounds, 0.3% hits;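 active = mean replicate activation score at least 90 and every replicate individually at or above 90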;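 also: higher luciferase means less miR-122 activity so hits act as miR-122 inhibitors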
An asterisk follows results filed as active. Only part of the results is shown; rates above refer to the full screens.

SMILES | miR-122 sensor
CC(=O)Nc1sc2c(c1C#N)CC(C)(C)NC2(C)C | 5
S=C(c1cn(CCOc2ccccc2)c2ccccc12)N1CCCC1 | 6
CC12CCCc3c(O)cc(=O)n(c31)-c1ccccc12 (configuration not stated) | -5
Cc1ccccc1Cn1cc(NC(=O)c2cc3nc(-c4ccco4)cc(C(F)(F)F)n3n2)cn1 | 0
CC(=O)NCC(=O)N(C)C(C(=O)Nc1ccc(C(C)C)cc1)c1ccccc1 (configuration not stated) | -5
CCCCCCOC(=O)C(C#N)c1nc2ccccc2nc1N1CCCCC1 (configuration not stated) | -11
CN1C(=O)C(CC(=O)Nc2ccc(F)cc2)N(CCCc2ccccc2)C1=S (configuration not stated) | -1
CCOC(=O)CN1CC23C=CC(O2)C(C(=O)NCc2cccs2)C3C1=O (configuration not stated) | -11
O=C(CCn1c(=O)[nH]c2ccsc2c1=O)N1CCN(c2cccc(Cl)c2)CC1 | 1
Cn1c(CNC2CCCCC2)c(C#N)c2ccccc21 | -5
CCc1nnc(NC(=O)c2cccnc2)s1 | -1
CCn1c(SCC(=O)Nc2cc(C)ccc2C)nnc1-c1cnccn1 | 7
Cc1cccc(OCC(O)Cn2c(=N)n(CCN3CCOCC3)c3ccccc32)c1 (configuration not stated) | -2
O=C(N=C1SCC(=O)N1c1ccccc1)c1ccco1 | -6
CC(=O)NN1C(=O)c2ccc(Oc3ccc([N+](=O)[O-])cc3)cc2C1=O | 0
CCCn1c(SCC(=O)c2cc(C)c(C)cc2C)n[nH]c1=O | 7
CCCS(=O)(=O)NC(=O)C1(C)CCCN(C(=O)c2cccc(C)c2C)C1 (configuration not stated) | -1
CS(=O)(=O)N(CCc1ccccc1)CC(=O)NCc1ccccn1 | -4
O=C(c1ccccc1CCc1ccccc1)N1CCN(c2ccccn2)CC1 | -7
COC(=O)c1c(NS(=O)(=O)c2ccc(C)cc2)sc2c1CCC(C)C2 (configuration not stated) | 6
CC(=O)N1CCCc2cc(S(=O)(=O)N(C)Cc3ccccc3)ccc21 | -1
COc1ccc(NC(=O)CCCN2C(=O)CCC2=O)cc1Cl | 1
Cc1nn(C)cc1CNC(=O)c1ccccc1Br | -3
Cc1ccc(Cl)cc1NC(=O)CC1NCCNC1=O (configuration not stated) | 1
O=C1C2C3C=CC(C4CC34)C2C(=O)N1/N=C/c1ccc(-c2ccc(F)cc2[N+](=O)[O-])o1 (configuration not stated) | 5
O=C(C1CCN(Cc2ccc(F)cc2)CC1)N(CCO)Cc1ccccc1 | -6
CCC(Sc1nc(C)cc(C)n1)C(=O)Nc1ccc(Cl)cn1 (configuration not stated) | 7
COC(=O)c1ccc(NC(=O)c2ccccc2N(C)S(C)(=O)=O)cc1 | 1
CCN(CC)S(=O)(=O)c1ccc2c(c1)nc(SCn1nnc3ccccc3c1=O)n2CC | 0
Cc1ccc(N/N=C/c2ccc(N3CCOCC3)cc2)cc1C | 3
COC1(c2ccccc2)NC(=S)NN=C1c1ccccc1 (configuration not stated) | -8
COc1ccc(OC)c(S(=O)(=O)N2CCC(C(=O)NC(C)c3ccccc3)CC2)c1 (configuration not stated) | -1
Cc1nn(-c2ccccc2)c2sc(-c3n[nH]c(=S)o3)cc12 | -18
C=CCn1c(SCC2=C(C(=O)OCC)C(C)NC(=O)N2)nnc1C1CCCCC1 (configuration not stated) | 4
COc1cc2c(C(=O)NCCCN3CC(C)CC(C)C3)cn(CC(C)C)c(=O)c2cc1OC (configuration not stated) | -3
COC(=O)c1c(NC(=O)c2ccoc2C)sc2c1CCC2 | 3
COc1cc(C(=S)N2CCC(C)CC2)ccc1O | -10
CC(=O)N(CCCCN1C(=O)c2ccccc2C1=O)c1ccc(C)cc1 | 2
COc1ccc2[nH]c3nc(SC(C)C)nnc3c2c1 | 6
FC(F)(F)c1cccc(-n2cccc2/C=N/n2cnnc2)c1 | 1
Cc1cccc(NC(=O)CN(C)S(=O)(=O)c2cnc[nH]2)c1 | 1
COC(=O)CC1Nc2ccccc2SC1=O (configuration not stated) | 2
O=C(COc1ccc([N+](=O)[O-])cc1)NCc1ccccc1 | -1
CC1(C)CCCN(C(=O)c2coc(=O)c(Br)c2)C1 | -2
CC(=O)Nc1c(C(=O)O)[nH]c2ccccc12 | -2
O=C(Nc1ncccc1Cl)C(Sc1ccccc1)c1ccccc1 (configuration not stated) | -4
Cc1c(C)[n+](=O)c(-c2cccs2)c(C)n1[O-] | 5
Cc1ccc(Cn2c(SCC(C)C)nc3c2c(=O)n(C)c(=O)n3C)cc1 | 3
CCn1c(C)nc2cc(C(=O)NNS(=O)(=O)c3c(C)c(C)cc(C)c3C)ccc21 | 3
Cc1ccc2[nH]c(=O)c(-c3nc4cc(C)ccn4c3NCc3ccco3)cc2c1 | 4
CC(C)Oc1ccc(C(CC(=O)O)NC(=O)c2cccs2)cc1 (configuration not stated) | -4
Cc1cc(-c2ccccc2)c2c3c(cn2n1)c(=O)n(C)c(=O)n3C | 2
O=C(O)C1CCCCC1C(=O)NCc1ccncc1 (configuration not stated) | -1
O=C(Cc1ccccc1)NCC(=O)OCc1ccc([N+](=O)[O-])cc1 | 3
O=C1c2cccc3c(Nc4ccccc4Cl)c([N+](=O)[O-])cc(c23)C(=O)N1CCO | 6
CC(=O)c1sc(Nc2nc(C)cc(C)n2)nc1C | 12
COc1ccccc1NC(=O)Oc1ccc(C(C)=O)cc1 | -3
CCOc1ccc(N=C(NC#N)SCC)cc1 | 7
S=C(NN=C(C1CC1)C1CC1)Nc1ccccc1 | 3
O=C(Nc1cccc(Oc2c(F)c(F)c(F)c(F)c2F)c1)N1C[C@@H]2C[C@@H](C1)c1cccc(=O)n1C2 | 5

2 records picked at random from those above, as already listed:
SMILES | miR-122 sensor
CC(C)Oc1ccc(C(CC(=O)O)NC(=O)c2cccs2)cc1 (configuration not stated) | -4
CCn1c(C)nc2cc(C(=O)NNS(=O)(=O)c3c(C)c(C)cc(C)c3C)ccc21 | 3

Additional records.
SMILES | miR-122 sensor
CCOc1ccc(NC(=O)N(C2CCCCC2)C(C)c2ccncc2)cc1 (configuration not stated) | -3
CC1=C(C(=O)Nc2ccccc2C)C(c2ccc(C)o2)n2c(s/c(=C/c3ccccc3)c2=O)=N1 (configuration not stated) | 3
COc1ccc(-c2nc(NC(=O)Cn3ccc(C(F)(F)F)n3)sc2C)cc1 | -11
Cc1ccc(C(=O)OC2CCN(c3ccc([N+](=O)[O-])cc3)CC2)cc1 | -2
COC(=O)c1cc(-c2ccc(OC)c(OC)c2)n[nH]1 | -1
COc1ccc(N2C(=O)CC(N3CCN(c4ccc(S(C)(=O)=O)cc4)CC3)C2=O)cc1 (configuration not stated) | 0
COc1ccc(/C(C)=N\NC(=O)CSc2nnc(C)s2)cc1 | -4
COc1ccc(S(=O)(=O)NCCSCc2ccccc2C)cc1Br | -3
CSCC[C@H](NC(=O)OC(C)(C)C)c1nnc(SCC=C(C)C)o1 | -1
COc1ccccc1OCC(=O)NNC(=O)c1cnccn1 | -3
COc1ccc2cc(-c3cc(C(=O)OCC(=O)Nc4c(C)n(C)n(-c5ccccc5)c4=O)c4ccccc4n3)ccc2c1 | -1
O=C(NCc1ccccc1)c1ccccc1OCC(=O)N1CCCCC1 | 8
CCOCCCNC(=O)c1ccc(CS(=O)(=O)Cc2ccccc2F)o1 | 3
Cc1cc(Nc2ccc(F)cc2)nc(N)n1 | -3
CC(O)CN1C(=O)C(CC(=O)Nc2ccc(Cl)cc2)SC1=Nc1ccccc1 (configuration not stated) | 3
Cn1c(=O)n(CCOc2ccc(Cl)cc2Cl)c2ccccc21 | 4
O=C(Cn1cncn1)NCc1cccc2ccccc12 | -8
O=c1c2ccccc2nc(/C=C/c2ccc([N+](=O)[O-])o2)n1CCCO | -80
O=C(OCc1nc2ccc(Cl)cc2n1CCO)c1ccccc1 | 7
c1ccc(CN2CCC(Nc3nc(-c4ccccc4)nc4ccccc34)CC2)cc1 | -6
Cc1csc(Sc2ccc(C(=O)OCC(=O)Nc3ccc(OC(F)(F)F)cc3)cc2[N+](=O)[O-])n1 | 1
O=C(Cc1ccccc1)Nc1ccc(N2CCCC2)cc1 | -10
Cc1cccc(Nc2ccccc2C(=O)OCC(=O)N2CCOCC2)c1C | -6
CN(c1ccccc1C(=O)N1CCc2ccccc2C1)S(C)(=O)=O | -7
O=C(Nc1cccc(OCC(=O)N2CCOCC2)c1)C1CCCCC1 | -3
Cc1c(/C=N/n2cnnc2)c2ccccc2n1CCOc1ccc(Cl)cc1 | -13
COc1ccc(C[C@@H]2CN3C(=NC[C@@H]3Cc3ccc(O)cc3)N2C[C@H](C)NC(=O)CCC2CCCCC2)cc1 | 3
Cc1ccccc1-c1nnc(SCC(=O)Nc2cccc(C)c2C)o1 | 10
COC(=O)C1=C(C)NC2=C(C(=O)CCC2)C1c1cn(Cc2ccc(Br)cc2)nc1-c1ccccc1 (configuration not stated) | 8
CCc1ccc(C(=O)c2ccccc2C(=O)O)s1 | 4
COc1cccc(-c2nn(C)c3sc(C(=O)NCc4ccco4)cc23)c1 | 10
c1ccc2c(NC3=NCCCCS3)cccc2c1 | 14
S=C1NC2=C(CCCC2)C2(CCCCC2)N1 | -3
O=S(=O)(N/N=C1/CCCc2ccccc21)c1ccc(Br)cc1 | 4
CC1CC(C)CN(C(=O)c2ccc3c(c2NCCO)C(=O)c2ccccc2C3=O)C1 (configuration not stated) | 4
CCn1ncc(C2=NOC(C(=O)NCc3ccccc3)C2)c1C (configuration not stated) | 24

A draw from above in order of SMILES length, smallest number first:
SMILES | miR-122 sensor
c1ccc2c(NC3=NCCCCS3)cccc2c1 | 14
S=C1NC2=C(CCCC2)C2(CCCCC2)N1 | -3
O=C(Cn1cncn1)NCc1cccc2ccccc12 | -8
CCc1ccc(C(=O)c2ccccc2C(=O)O)s1 | 4
O=C(Cc1ccccc1)Nc1ccc(N2CCCC2)cc1 | -10
O=C(OCc1nc2ccc(Cl)cc2n1CCO)c1ccccc1 | 7
CCn1ncc(C2=NOC(C(=O)NCc3ccccc3)C2)c1C (configuration not stated) | 24
O=C(Nc1cccc(OCC(=O)N2CCOCC2)c1)C1CCCCC1 | -3
O=S(=O)(N/N=C1/CCCc2ccccc21)c1ccc(Br)cc1 | 4
Cc1cccc(Nc2ccccc2C(=O)OCC(=O)N2CCOCC2)c1C | -6
Cc1c(/C=N/n2cnnc2)c2ccccc2n1CCOc1ccc(Cl)cc1 | -13
COc1cccc(-c2nn(C)c3sc(C(=O)NCc4ccco4)cc23)c1 | 10
c1ccc(CN2CCC(Nc3nc(-c4ccccc4)nc4ccccc34)CC2)cc1 | -6
CC(O)CN1C(=O)C(CC(=O)Nc2ccc(Cl)cc2)SC1=Nc1ccccc1 (configuration not stated) | 3
CC1CC(C)CN(C(=O)c2ccc3c(c2NCCO)C(=O)c2ccccc2C3=O)C1 (configuration not stated) | 4
COC(=O)C1=C(C)NC2=C(C(=O)CCC2)C1c1cn(Cc2ccc(Br)cc2)nc1-c1ccccc1 (configuration not stated) | 8
Cc1csc(Sc2ccc(C(=O)OCC(=O)Nc3ccc(OC(F)(F)F)cc3)cc2[N+](=O)[O-])n1 | 1
COc1ccc(C[C@@H]2CN3C(=NC[C@@H]3Cc3ccc(O)cc3)N2C[C@H](C)NC(=O)CCC2CCCCC2)cc1 | 3

Other results follow:
SMILES | miR-122 sensor
O=C1c2ccccc2C(=O)N1CCCc1nc(-c2cccnc2)no1 | -5
Cc1ccccc1Nc1nc(N)nc(CN(C)c2ccccc2)n1 | 6
NC(=O)C1CCN(C(=O)OCc2ccccc2)CC1 | 1
CCCCOCCCNC(=O)c1c(-c2ccccc2)noc1C | 8
CC(C)Oc1ccc(CCc2n[nH]c(=S)n2Cc2ccccc2)cc1 | 10
CCCCS(=O)(=O)/C=C/[C@H]1[C@H](S(=O)(=O)CCCC)[C@H]2C=C[C@@H]1C2 | -6
NCC/C=C1/c2ccccc2CSc2ccccc21 | -4
COc1ccccc1N1CCN(C(=O)C(C)N(c2ccccc2)S(C)(=O)=O)CC1 (configuration not stated) | 12
Cc1nc(N/C(N)=N/S(=O)(=O)c2ccc([N+](=O)[O-])cc2)nc2ccccc12 | 3
COc1cccc(NC(=O)Nc2ccc3c(c2)N(C)C(=O)CS3)c1 | 2
O=C(O)CC1SC(=Nc2cccc(O)c2)NC1=O (configuration not stated) | -3
COc1ccc(-c2nnc3ccc(SC)nn23)cc1 | 5
N#Cc1cccc(-n2nnnc2-c2ccccn2)c1 | -2
CCOC(=O)CSc1nnc(Cc2ccccc2)n1-c1cccc(Cl)c1 | -2
COc1cc(CNCc2ccncc2)cc(Br)c1OCc1ccccc1F | 4
CCCC1O[C@@H]2CC3C4CCC5=CC(=O)C=C[C@]5(C)C4C(OC(C)=O)C[C@]3(C)[C@]2(C(=O)COC(C)=O)O1 (some centres not stated) | -2
CCOc1ccc(C(CC(=O)O)NC(=O)C23CC4CC(CC(C4)C2)C3)cc1 (configuration not stated) | -2
S=C(NCCC(c1ccccc1)c1ccccc1)Nc1ccccc1Cl | 43
O=C(OCc1nc2ccc(Cl)cc2n1CCO)c1ccc2c(c1)OCO2 | -1
O=C(Oc1ccccc1C(=O)N1CCOCC1)c1ccccc1 | 7
Cc1c(C#N)c(=O)oc2ccc3ccccc3c12 | 8
CCn1c(SCC(=O)Nc2nc(C)c(C)s2)nnc1-c1cccs1 | -2
COC(=O)C(CCSC)NC(=O)CNS(=O)(=O)c1ccc(Br)cc1 (configuration not stated) | -8
COC(=O)C1=C(N)OC2=C(C(=O)CC(C)(C)C2)C1c1cccnc1 (configuration not stated) | 4
CCc1ccc(N(CC(=O)Nc2ccc(OC)cc2OC)S(C)(=O)=O)cc1 | 10
Cc1ccc(C)c2nc(SCC(=O)N3CCCc4ccccc43)c(C#N)cc12 | 2
Cc1csc(NC(=O)CNS(=O)(=O)c2cccs2)n1 | 14
COc1ccc(CNc2nc(-c3ccccc3)nn2C(=O)c2cccs2)cc1 | -2
CCOc1ccc(NC(=O)c2cccc(OC(=S)N3CCC(C)CC3)c2)cc1 | -4
CCC(C)NC(=O)C1CCCN(C(=O)Nc2ccc(F)cc2)C1 (configuration not stated) | 2
COc1cc(NC(=O)C2CC2)c(C(=O)O)cc1OC | 1
O/N=C1\CCCCc2ccccc21 | -4
COc1ccccc1NC(=O)CSC1=NCCN1 | -4
COC(=O)COc1nc(C)c2c(c1C#N)CC(C)(C)OC2 | -5
COc1ccc(N2C(=O)CCC(C(=O)N3CCCCC3)C2c2ccc(F)cc2)cc1 (configuration not stated) | -3
C=CCNc1nc(NC(C)(C)CO)nc(OCC)n1 | 4
Nc1nc(-c2ccccc2)nc2sc3c(c12)CCCC3 | 1
